# IDE inh: human IDE inhibitors in live cells, primary screen, fluorescence polarization, HEK cells, FAbetaB substrate. FAbetaB cleavage. inhibition, % at 5.59 µM. actives 0.41% (n = 320,000);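 active means percent inhibition above the average of all tested compounds plus 3 SD, set per screening campaign, cut at about 16% in these data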;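 further: IDE supplied by intact live HEK cells; FP after avidin binding of uncleaved biotin substrate so inhibition keeps polarization high; 0% = DMSO wells and 100% = 60 µM reference IDE inhibitor Ii1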
# Target sequence (P14735 whole entry, looked up): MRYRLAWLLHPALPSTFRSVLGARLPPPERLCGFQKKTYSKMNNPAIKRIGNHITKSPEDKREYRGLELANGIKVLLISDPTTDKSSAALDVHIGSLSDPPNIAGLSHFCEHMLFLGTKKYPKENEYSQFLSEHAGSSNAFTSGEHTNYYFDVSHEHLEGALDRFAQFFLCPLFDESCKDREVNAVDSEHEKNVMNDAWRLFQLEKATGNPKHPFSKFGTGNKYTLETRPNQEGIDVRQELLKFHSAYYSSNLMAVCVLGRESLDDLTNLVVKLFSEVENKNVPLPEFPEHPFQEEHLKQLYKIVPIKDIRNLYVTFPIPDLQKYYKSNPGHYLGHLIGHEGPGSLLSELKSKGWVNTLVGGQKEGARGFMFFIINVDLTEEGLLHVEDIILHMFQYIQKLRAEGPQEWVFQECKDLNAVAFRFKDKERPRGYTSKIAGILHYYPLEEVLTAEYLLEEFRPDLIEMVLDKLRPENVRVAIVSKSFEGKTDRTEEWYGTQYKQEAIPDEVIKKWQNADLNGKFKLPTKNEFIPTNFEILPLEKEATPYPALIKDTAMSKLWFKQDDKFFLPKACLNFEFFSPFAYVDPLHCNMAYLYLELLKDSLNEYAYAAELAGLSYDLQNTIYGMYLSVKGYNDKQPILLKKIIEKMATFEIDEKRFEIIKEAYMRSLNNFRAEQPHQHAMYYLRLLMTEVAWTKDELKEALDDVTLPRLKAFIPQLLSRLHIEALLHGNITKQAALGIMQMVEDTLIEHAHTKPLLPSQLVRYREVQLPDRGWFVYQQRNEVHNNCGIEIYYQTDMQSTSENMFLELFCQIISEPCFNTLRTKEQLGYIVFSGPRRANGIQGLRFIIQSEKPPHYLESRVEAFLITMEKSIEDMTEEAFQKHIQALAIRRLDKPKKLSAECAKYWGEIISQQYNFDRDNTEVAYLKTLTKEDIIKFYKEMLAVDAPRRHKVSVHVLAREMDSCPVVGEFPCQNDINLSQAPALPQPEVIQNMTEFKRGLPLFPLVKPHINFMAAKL
# M5 PAM: human M5 muscarinic receptor positive allosteric modulators, primary screen, CHO-K1 cells, Fluo-8 calcium fluorescence | activation, % at 3 µM | CHO-K1 hM5, ACh EC20 PAM; 0% = ACh EC20, 100% = ACh EC100 | actives 0.3% (n = 360,000) | AID 624038, 2012 | Muscarinic acetylcholine receptor M5 (Homo sapiens), P08912;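 active means activation above the run cutoff, the mean activation of all test compounds plus 3 SD, cut at about 18% in these data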
#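 system = human M5 receptor in CHO-K1 cells | reagent = EC20 acetylcholine as agonist stimulus | compound dosing = single-point, 3 µM nominal | incubation = Fluo-8 loading 80 min at 37 °C plus 30 min room temperature | detection = Fluo-8 calcium dye fluorescence, kinetic read | benchmarks = low control EC20 acetylcholine (0%), high control EC100 acetylcholine (100%)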
# M5 ag: human M5 muscarinic receptor agonists, primary screen, CHO-K1 cells, Fluo-8 calcium fluorescence; Muscarinic acetylcholine receptor M5 (Homo sapiens), P08912; CHO-K1 hM5 cells; 0% DMSO wells, 100% maximal acetylcholine response; activation, % at 3 µM; actives 0.19% (n = 360,000);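 active means activation above the run's mean over test compounds plus 3 SD, cut at about 23% in these data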;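 further: signal is peak over basal fluorescence ratio across the kinetic read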
# M4 PAM: human M4 muscarinic receptor positive allosteric modulators, primary screen, CHO-K1 cells, Fluo-8 calcium fluorescence; CHO-K1 hM4/Gqi5, ACh EC20; 0% = ACh EC20, 100% = maximal ACh; activation, % at 3 µM; actives 0.4% (n = 360,000); AID 624126, 2012;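 active means activation above its plate's cutoff, the mean activation of sample wells plus 3 SD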; further: some results filed as inactive read as strong as hits
# CRFR2-BP antag: antagonists of CRF-BP/CRF-R2 complex, primary screen, cell-based, HEK293, calcium dye fluorescence, uHTS; actives 0.59% (n = 350,000); CRF-induced calcium fluorescence; AID 588475, 2011; inhibition, % at 11.8 µM;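 active means inhibition of the ligand-induced calcium signal above about 50% at the single tested concentration, limit read from the data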
# M5 antag: human M5 muscarinic receptor antagonists, primary screen, CHO cells, Fluo-8 calcium fluorescence | AID 624040, 2012 | actives 0.59% (n = 360,000) | CHO-hM5 cells, ACh EC80 | inhibition, % at 3 µM;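 active means inhibition above a per-plate cutoff, the mean of that plate's test compounds plus 3 SD, cut at about 27% in these data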;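 further: 0% = acetylcholine EC80 with DMSO and 100% = DMSO without agonist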
# CHRM4 antagonist: human M4 muscarinic receptor antagonists, primary screen, CHO cells, Fluo-8 calcium fluorescence | inhibition, % at 3 µM | CHO-hM4 cells, ACh EC80 | AID 624125, 2012 | actives 0.73% (n = 360,000) | Muscarinic acetylcholine receptor M4 (Homo sapiens), P08173;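 active means inhibition above its plate's cutoff, the mean inhibition of sample wells plus 3 SD, cut at about 27% in these data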;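 further: 0% = acetylcholine EC80 with DMSO and 100% = DMSO without agonist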
# CRFR2-BP ag: agonists of CRF-BP/CRF-R2 complex, primary screen, cell-based, HEK293, calcium dye fluorescence, uHTS; CRF-binding protein / CRF receptor 2 complex (human); calcium dye fluorescence (FLIPR); percent of saturating CRF peptide response; activation, % at 13.2 µM; actives 0.46% (n = 350,000);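 active means activation of at least 50%, plus an integration ratio under a set limit after plate pattern correction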;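 further: plate controls were neutral control wells without compound for no effect and CRF at EC100 for full effect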
# CHRM4 agonist: human M4 muscarinic receptor agonists, primary screen, CHO-K1 cells, Fluo-8 calcium fluorescence; activation, % at 3 µM; CHO-K1 hM4/Gqi5; vehicle 0%, full acetylcholine response 100%; Muscarinic acetylcholine receptor M4 (Homo sapiens), P08173; AID 624127, 2012; actives 0.14% (n = 360,000);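 active means activation above the run mean over all test wells plus 3 SD, cut at about 32% in these data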;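 further: peak over basal fluorescence ratio per well then scaled between controls; 0% = DMSO wells and 100% = acetylcholine at EC100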
# * = called active by the depositor; . = no result given.
SMILES,IDE inh,M5 PAM,M5 ag,M4 PAM,CRFR2-BP antag,M5 antag,CHRM4 antagonist,CRFR2-BP ag,CHRM4 agonist
CC1CC(C)(C)n2c(O)c(N=NC(N)=S)c3cccc1c32 (stereo not given),1,-3,-2,17,6,8,12,-0.9,1
Cc1c(C)n(Cc2ccccc2)c2ccc(C(=O)OCCCN(C)C)cc12,-6,3,-5,4,-63,6,4,1.3,6
O=C(Nc1ccccc1)Nc1nnc(SCc2ccc(Cl)cc2)s1,6,-2,0,-2,11,3,0,-2.8,1
CCCCCCNC(=O)CSc1nccn1Cc1ccccc1,0,0,0,6,19,-3,1,-1.8,1
C/C(CC(=O)Nc1ccc(Cl)c(Cl)c1)=N\NC(N)=S,2,8,-8,-2,15,2,6,-1.5,1
CC(=O)Oc1ccc(N2C(=O)C3C4C=CC(O4)C3C2=O)cc1 (stereo not given),-1,-1,0,1,39,-3,2,-1.0,0
CC1O[C@@H]2O[C@](O[C@H](C)CC[C@@H](C)O)(c3ccccc3)O[C@@H]2C[C@H]1O (stereo not given in full),-2,1,2,7,-2,5,9,-1.4,2
O=[N+]([O-])c1ccc(N2CCC(O)CC2)nc1,-5,8,2,1,-17,-5,0,-1.3,1
CCOC(=O)COn1c(=O)c(=O)n(OC)c2ccccc21,1,-3,2,-3,1,4,12,-1.1,0
O=NN(CCCl)C(=O)NCCCl,0,-2,1,1,-8,3,6,-1.2,0
COc1cc(C(=O)C(=O)N2CCN(c3ccc(C)cc3)CC2)cc2ccccc12,.,-3,3,3,.,-3,-11,.,11
CC(NC(=O)CN(C)CC(=O)Nc1ccccc1Br)c1ccccc1 (stereo not given),-3,2,1,7,1,2,4,-1.2,2
Cc1cnc(C(=O)NCC(=O)Nc2ccccc2Br)cn1,.,5,-2,-1,-1,4,-10,1.1,0
CCCCc1nnc(NC(=O)c2ccccc2OCc2c(C)noc2C)s1,-4,4,2,10,-8,-3,-2,-3.0,-1
Cc1noc(C)c1C(=O)NCCc1ccc(Cl)cc1,3,5,1,14,13,-10,-9,-1.2,2
O=C(CC1c2ccccc2Oc2ccccc21)NCc1ccco1,-1,-1,-2,3,13,-1,-9,-1.2,1
CCCCNc1nc(C)c(C(C)=O)cc1C#N,4,3,-3,2,18,-5,-8,1.1,0
COc1ccc(C(=O)O)cc1S(=O)(=O)N1CCCc2ccccc21,5,-3,-1,-1,6,10,0,0.2,4
Cn1c(SCC(=O)N2CCN(c3ccccc3)CC2)nnc1-c1c[nH]c2ccccc12,10,-7,2,8,-24,-5,-16,1.3,10
COc1cc(CCCN2C(N)=NC[C@@H]2c2ccccc2)cc(OC)c1OC,0,-4,-4,12,4,8,2,-0.6,0
O=C(N/N=C/c1ccco1)C1(O)c2ccccc2-c2ccccc21,9,-7,5,-6,4,1,4,0.9,6
COc1cc(/C=N/NC(=O)C(=O)NCC2CCCO2)cc(Cl)c1O (stereo not given),-1,-1,0,-1,8,5,-1,0.1,0
COc1ccc(CN2CCN(C(=O)c3cccc4ccccc34)CC2)cc1OC,8,-2,1,-2,-3,13,2,-0.6,1
O=C(NCc1ccccc1F)C1CCCN(C(=O)NC2CCCCC2)C1 (stereo not given),3,10,3,14,8,-10,11,-2.4,1
COc1ccccc1OCCNC(=O)C(CCSC)NC(=O)c1ccccc1Cl (stereo not given),3,-4,3,8,11,6,-13,-2.5,4
# New compounds follow
SMILES,IDE inh,M5 PAM,M5 ag,M4 PAM,CRFR2-BP antag,M5 antag,CHRM4 antagonist,CRFR2-BP ag,CHRM4 agonist
NC(=O)C1(N2CCCCC2)CCN(C(=S)Nc2ccc(Cl)cc2)CC1,.,0,-2,14,-4,-3,2,0.9,0
CC(C)c1ccc(NC(=S)NN(c2ccccc2)c2ccccc2)cc1,-5,-11,-6,-22,-11,6,9,0.4,-2
C/C(=N\OCC(=O)Nn1c(=O)[nH]c2ccccc2c1=O)c1ccccc1,1,-3,-2,5,-25,4,2,-0.4,2
COC(=O)c1[nH]c2ccccc2c1NC(=O)c1ccccc1[N+](=O)[O-],2,0,0,-3,-33,-8,-6,-1.8,2
c1ccc2c(c1)c1c3n2CCNC3CCC1 (stereo not given),-6,-3,-3,13,-18,-4,-9,0.6,1
O=C(c1ccc(Cl)cc1)c1oc2ccccc2c1CS(=O)c1ccc(Cl)cc1 (stereo not given),1,0,3,3,-24,3,-4,-0.3,1
C=CCn1c(C)cc(C(=O)CSc2nc3ccccc3c(=O)[nH]2)c1C,5,-29,3,-12,-10,22,6,0.8,21
O=C(N/N=C/c1cc(Br)c(Br)o1)c1cc2ccccc2o1,2,3,-3,3,-2,-2,-11,-0.1,1
COc1cc(C(=O)NCc2ccc(-c3nc4ccccc4s3)cc2)cc(OC)c1OC,10,-7,-4,0,3,4,-2,-2.8,3
CNC(=O)c1sc(-c2ccccn2)nc1C,-1,1,-4,-4,-8,5,3,-2.4,2
CCN1CCN(C(=O)c2ccc(CN(c3ccccc3)S(=O)(=O)c3ccccc3)cc2)CC1,4,1,-9,-14,12,-1,-3,-3.3,1
c1cncc(-c2nnc3sc(-c4ccco4)nn23)c1,9,-6,-2,8,12,-2,-14,0.8,1
COc1ccc(C2=C/C(=C\c3ccc(OC(C)=O)cc3)C(=O)O2)cc1,9,3,2,3,1,7,0,6.2,1
Cc1ccc(C)c(C(C)NC(=S)NC2CCCCC2)c1 (stereo not given),.,-9,2,-7,4,5,2,1.3,9
CCCCOCCCNC(=O)N[C@H](C(=O)OC)C(C)C,2,-5,-3,13,18,-2,0,0.4,1
O=C(O)CCCCCNS(=O)(=O)c1cccc2c1C(=O)c1ccccc1C2=O,-3,-4,-3,10,8,-2,3,-1.2,1
CCSc1nnc(NC(=O)CCNC(=O)c2ccccc2Cl)s1,4,-6,3,6,-6,10,-3,0.3,1
O=C(Nc1ccc(S(=O)(=O)N2CCc3ccccc32)cc1)c1ccco1,10,-12,1,-11,-3,7,13,0.6,10
COc1ccccc1C(=O)N(Cc1ccc(C)o1)C1CCS(=O)(=O)C1 (stereo not given),5,-2,-4,-3,7,-2,5,-0.4,1
O=C(O)c1cccc(NC(=O)c2ccccc2NC(=O)c2cccs2)c1,.,0,2,2,12,0,-12,-0.9,0
CCc1ccccc1N(CC(=O)N1CCCC1)S(C)(=O)=O,6,-4,-4,2,2,9,0,-0.9,0
COc1ccccc1NC(=O)Cn1nnc(-c2ccccc2NC(=O)c2ccco2)n1,5,3,2,16,1,-6,-5,-0.5,3
COc1ccc2cc(CCNC(=O)C3CCCC3)c(=O)[nH]c2c1,2,-4,0,16,-6,-2,-21,-2.9,2
COC(=O)c1c(C)cc(OC(C)=O)c(C)c1OC(C)=O,6,2,-1,10,-5,-4,12,-0.7,1
Cc1cc(=O)c(C(=O)O)nn1-c1ccccc1[N+](=O)[O-],-4,8,-1,-5,15,6,-7,-0.5,3
# Further entries:
SMILES,IDE inh,M5 PAM,M5 ag,M4 PAM,CRFR2-BP antag,M5 antag,CHRM4 antagonist,CRFR2-BP ag,CHRM4 agonist
COc1ccc2cc(C(C)=O)c(=O)oc2c1,7,-1,-2,-1,2,-7,-3,-1.4,1
Cc1cc(C(=O)N/N=C/C=C/c2ccc([N+](=O)[O-])cc2)n[nH]1,-7,-2,1,4,-25,11,-3,1.0,2
Cc1cc(C)nc(Nc2cc([N+](=O)[O-])ccc2C)n1,-1,-3,-2,12,-8,12,-6,-7.4,0
CC(C)OCCCNC(=O)c1cc(S(=O)(=O)N2CCc3ccccc32)cn1C,-1,-4,1,2,7,-2,-14,-5.8,3
O=C1C(C2=NC(c3ccccn3)C3C(=O)N(c4ccccc4)C(=O)C23)=C(O)c2ccccc21 (stereo not given),2,-2,-1,-12,-17,4,4,3.9,1
C=CCn1c(SCc2nc3ccccc3c(=O)[nH]2)nc2ccccc2c1=O,-1,-8,1,-5,-8,5,9,-2.2,5
COc1cc(/C=N/NC(=O)CCN2CCCCC2)ccc1O,-1,-6,-3,14,4,0,-11,-2.0,1
CC(C)Cn1c(SCC(=O)NC(=O)Nc2ccc3c(c2)OCCO3)nc2ccccc2c1=O,4,2,1,4,-4,-3,0,-0.1,1
COc1cc(/C=C(\C#N)C(=O)NCC2CCCO2)ccc1OC(=O)c1ccco1 (stereo not given),-2,11,8,7,-31,0,3,4.1,1
Cc1noc(C)c1COc1cccc(C(=O)OC(C)C(=O)Nc2c(C)n(C)n(-c3ccccc3)c2=O)c1 (stereo not given),1,-9,-3,-9,-15,11,-1,0.6,9
COc1ccc(Br)c(C(=O)Nn2c(C)nc3ccccc3c2=O)c1,-2,-2,2,0,13,1,-9,-1.2,7
CC(C)C(NC(=O)c1ccc(C(C)(C)C)cc1)C(=O)NCC(c1ccccc1)N(C)C (stereo not given),0,-1,-12,4,-10,7,-6,1.4,1
O=C(CN1CCC(NC(=O)c2ccc(Br)cc2)CC1)NCc1cccs1,1,4,-2,-4,-10,3,2,0.5,0
COc1ccc(/C=N\NC(=O)c2ccc(Cn3cc(Br)c([N+](=O)[O-])n3)o2)c(OC)c1C,2,-3,0,-3,25,-1,2,-0.4,2
CC(=O)Nc1ccc(NC(=O)c2c(-c3ccccc3Cl)noc2C)cc1,-6,-2,1,-4,0,7,2,-0.2,4
Cc1cc(C)c2nc(N3C(=O)C(O)=C(C(=O)c4ccco4)C3c3ccc(O)cc3)sc2c1 (stereo not given),3,6,2,10,0,2,-8,-0.2,4
COc1cccc(/C=N/NC(=O)c2cccc3ccccc23)c1OC,-2,0,1,1,2,-1,6,2.1,2
Cc1ccc(-c2noc(C3CCCN(C(=O)c4ccccc4Br)C3)n2)cc1 (stereo not given),-1,-12,5,-9,0,10,12,0.7,7
COc1ccc(CCC(=O)Nc2nc(C)c(C(=O)N(C)C)s2)cc1,5,-4,-1,0,-14,4,13,2.1,1
COc1ccc(C(=O)N2CCCCC2c2cc(C(=O)Nc3ccc(F)c(Cl)c3)no2)cc1 (stereo not given),.,-15,-1,-1,.,10,-12,.,6
Cc1cccc(-n2c(SCc3cc(=O)n4ccsc4n3)nc3ccccc32)c1,0,-9,-9,-7,-32,-10,0,2.6,1

# Compound profiles, from the list above:
# Shown for COc1ccccc1C(=O)N(Cc1ccc(C)o1)C1CCS(=O)(=O)C1 (stereo not given) → IDE inh = 5; M5 PAM = -2; M5 ag = -4; M4 PAM = -3; CRFR2-BP antag = 7; M5 antag = -2; CHRM4 antagonist = 5; CRFR2-BP ag = -0.4; CHRM4 agonist = 1
# Shown for CCCCNc1nc(C)c(C(C)=O)cc1C#N → IDE inh = 4; M5 PAM = 3; M5 ag = -3; M4 PAM = 2; CRFR2-BP antag = 18; M5 antag = -5; CHRM4 antagonist = -8; CRFR2-BP ag = 1.1; CHRM4 agonist = 0
# Shown for CC(C)Cn1c(SCC(=O)NC(=O)Nc2ccc3c(c2)OCCO3)nc2ccccc2c1=O → IDE inh = 4; M5 PAM = 2; M5 ag = 1; M4 PAM = 4; CRFR2-BP antag = -4; M5 antag = -3; CHRM4 antagonist = 0; CRFR2-BP ag = -0.1; CHRM4 agonist = 1

# Screening data (PubChem BioAssay)
